# Source: PubChem BioAssay
# ULK1 inh = blocks human autophagy kinase ULK1 | AlphaScreen Atg13 phosphorylation by ULK1, luminescence | inhibition, % at 5.96 µM | hit rate 1.9% among 30,000; in the data active = inhibition above about 43%;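 note: 0% = median of compound wells and 100% = no enzyme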
# Target sequence (O75385 whole entry, looked up): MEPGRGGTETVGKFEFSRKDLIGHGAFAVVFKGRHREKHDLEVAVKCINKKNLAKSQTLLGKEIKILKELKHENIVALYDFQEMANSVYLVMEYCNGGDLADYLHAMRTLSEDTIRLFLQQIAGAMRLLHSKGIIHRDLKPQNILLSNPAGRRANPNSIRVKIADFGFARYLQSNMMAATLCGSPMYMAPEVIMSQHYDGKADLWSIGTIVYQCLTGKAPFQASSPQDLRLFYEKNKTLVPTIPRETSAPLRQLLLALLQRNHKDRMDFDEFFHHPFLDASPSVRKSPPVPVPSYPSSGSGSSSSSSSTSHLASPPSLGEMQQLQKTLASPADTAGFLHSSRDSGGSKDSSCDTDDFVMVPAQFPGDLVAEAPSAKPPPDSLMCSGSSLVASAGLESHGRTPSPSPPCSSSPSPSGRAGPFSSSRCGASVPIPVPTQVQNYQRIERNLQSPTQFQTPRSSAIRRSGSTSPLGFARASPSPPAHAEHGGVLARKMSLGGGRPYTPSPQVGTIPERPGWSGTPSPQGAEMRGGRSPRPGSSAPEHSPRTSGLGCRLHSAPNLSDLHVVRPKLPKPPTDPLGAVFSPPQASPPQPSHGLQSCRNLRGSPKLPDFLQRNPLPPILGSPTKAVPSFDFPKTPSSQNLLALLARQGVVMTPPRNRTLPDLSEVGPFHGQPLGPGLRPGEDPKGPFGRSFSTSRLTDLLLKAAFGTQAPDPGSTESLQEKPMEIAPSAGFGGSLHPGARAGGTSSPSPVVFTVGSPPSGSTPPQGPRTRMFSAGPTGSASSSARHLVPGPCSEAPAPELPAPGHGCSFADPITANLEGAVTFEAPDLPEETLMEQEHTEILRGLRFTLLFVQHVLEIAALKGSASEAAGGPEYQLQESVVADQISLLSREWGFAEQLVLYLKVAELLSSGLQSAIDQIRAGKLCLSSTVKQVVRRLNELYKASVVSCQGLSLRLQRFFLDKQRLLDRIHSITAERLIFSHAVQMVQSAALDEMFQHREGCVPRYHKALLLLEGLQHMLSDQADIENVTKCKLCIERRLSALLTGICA
# ASK1 primary = inhibitors of human ASK1 kinase; Q99683; AlphaScreen MKK6 phosphorylation by ASK1, luminescence; inhibition, % at 7.44 µM; hit rate 0.99% among 22,000; in the data active = inhibition above about 35%;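 note: 0% = median of compound wells and 100% = no enzyme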
# * marks the source's active call; other numbers are inactive results; . = not tested or not shown.
# Start of the data: the first four compounds, to show the layout:
SMILES,ULK1 inh,ASK1 primary
CC(C)n1c(NCCN2CCOCC2)nc2c(NCc3nc4ccccc4[nH]3)ncnc21,9,0
Cn1ncnc1-c1ccc2cnc(Nc3ccc(-n4cnc(N5CCOCC5)n4)cc3)nc2c1,0,2
c1ccc(CN2CCC(Nc3nc(Nc4ccc5ncccc5c4)nc4c3ncn4C3CCCCC3)CC2)cc1,2,0
CCCCOCCOCCOCc1cc2c(cc1CCC)OCO2,-24,.

# The list itself, previewed entries included:
SMILES,ULK1 inh,ASK1 primary
CC(C)n1c(NCCN2CCOCC2)nc2c(NCc3nc4ccccc4[nH]3)ncnc21,9,0
Cn1ncnc1-c1ccc2cnc(Nc3ccc(-n4cnc(N5CCOCC5)n4)cc3)nc2c1,0,2
c1ccc(CN2CCC(Nc3nc(Nc4ccc5ncccc5c4)nc4c3ncn4C3CCCCC3)CC2)cc1,2,0
CCCCOCCOCCOCc1cc2c(cc1CCC)OCO2,-24,.
O=C1CCCN1CCCNc1nc(NC2CC2)c2ncn(-c3ccccc3)c2n1,7,3
CC(=O)c1cccc(-c2nc(Nc3ccccc3)c3ncn(C(C)C)c3n2)c1,46*,-16
COc1ccc(CCNC(=O)c2ccc(-c3ccc(C(=O)NC4CC4)cc3)s2)cc1,-6,0
CN1CCN(c2ccc(-c3cncc(C(=O)NCc4ccccc4)c3)cc2)CC1,17,-11
COc1cc(OC)c2cc(C(=O)O)n(C)c2c1,2,.
FC(F)(F)c1ccc(/C=N/n2cnnc2)cc1,1,.
COc1ccc(-c2ccnc(Nc3ccc(-n4cnc(C)n4)cc3)n2)cc1F,-1,11
O=C1CCCN1CCn1cnc2c(NCCN3CCOCC3)nc(Nc3cnccn3)nc21,15,-2
CC(=O)Nc1ccc(Nc2nc(Nc3cccc(N(C)C)c3)nc3nc[nH]c23)cc1,19,16
COc1ccc(-c2nc(C(=O)NCCCN3CCCC3=O)cs2)cn1,-1,-1
Cn1c(Nc2nccc(NCCOc3ccccc3)n2)nc2ccccc21,1,3
O=C(NC1CC1)c1cccc(Cl)n1,5,9
Fc1cnc(Nc2ccc(CN3CCCCC3)cc2)nc1-c1cc(N2CCOCC2)cc(C(F)(F)F)c1,-14,8
CCOC(CN1CCN(CC(C)C(=O)c2ccccc2)CC1)c1ccccc1 (configuration not stated),10,.
NC(=O)c1ccccc1Nc1ccnc(Nc2ccc(N3CCOCC3)cc2)c1,10,9
COc1ccc(CCNc2nc(-c3ccc(C(N)=O)cc3)ncc2C)cc1,0,7
O=C(NC1CC1)c1cccc(Nc2cnccn2)c1,-4,-2
COc1cc(NC(=O)c2cccc(-n3ncc4cc(Nc5cccc(C)c5)ccc43)c2)cc(OC)c1OC,-27,7
CCN(CC)c1nc(NCCc2ccc(OC)cc2)nc(N2CCN(Cc3ccc4c(c3)OCO4)CC2)n1,3,5
O=C1CCCc2c(O)cccc21,3,.
CC(C)N(CCNc1cc(Nc2ccccc2)nc(N)n1)C(C)C,-5,-8
CC(C)c1ccc(-n2cc(-c3ccncc3)cn2)cc1,12,.
c1ccc(Nc2nccc(NCc3cccnc3)n2)nc1,14,-9
FC(F)(F)c1ccc(Cn2cnc3c(NCc4ccccc4)nc(N4CCC(N5CCOCC5)CC4)nc32)cc1,-42,-1
O=C(Nc1ccc2c(c1)OCO2)c1csc(Nc2ccc(N3CCOCC3)cc2)n1,14,22
COc1nc(NC2CC2)nc(-c2ccc(C(=O)N3CCN(C)CC3)cc2)n1,-14,-14
CC(=O)Nc1ccc(Nc2ncnc3nc(N4CCc5ccccc5C4)[nH]c23)cc1,0,13
CC(NC(=O)C(NC(=O)C1OC2OC(C)(C)OC2C2OC(C)(C)OC12)C(C)C)C(=O)O (configuration not stated),-41,.
O=S(=O)(NCc1ccccc1)c1ccc(-c2ncnc3[nH]ccc23)cc1,45*,1
O=C(NCc1cccnc1)c1cnc(Nc2ccc(-n3ccnc3)cc2)s1,17,-3
Cc1cnc(Nc2ccc3ncccc3c2)nc1NCCN(C(C)C)C(C)C,4,-28
c1cc(Nc2ccc(N3CCOCC3)cc2)nc(NCCN2CCOCC2)n1,8,10
COc1cc(Nc2nc(NCc3ccccc3)c3ncn(C(C)C)c3n2)cc(OC)c1OC,-15,15
Cn1c(Nc2nc(NCCOc3ccccc3)c3ncn(Cc4ccc(C(F)(F)F)cc4)c3n2)nc2ccccc21,22,33
O=C(N[C@H](Cc1ccccc1)c1nc(-c2ccncc2)n[nH]1)c1ccsc1,0,4
C[C@]12CCC(=O)C[C@@H]1CC[C@@H]1[C@@H]2CC[C@]2(C)[C@@H](C(=O)COC(=O)CCC(=O)O)CC[C@@H]12,1,.

# As a short view, 2 of the compounds above:
SMILES,ULK1 inh,ASK1 primary
CC(NC(=O)C(NC(=O)C1OC2OC(C)(C)OC2C2OC(C)(C)OC12)C(C)C)C(=O)O (configuration not stated),-41,.
O=S(=O)(NCc1ccccc1)c1ccc(-c2ncnc3[nH]ccc23)cc1,45*,1

# Further compounds follow.
SMILES,ULK1 inh,ASK1 primary
O=C(NC1CC1)c1ccc(-c2nc(C(=O)NCc3cccc(C(F)(F)F)c3)cs2)cc1,1,-8
COc1cc(Nc2nc(Nc3ccncn3)nc3c2ncn3-c2ccccc2)cc(OC)c1OC,-3,3
NC(=O)c1ccccc1Nc1ccnc(Nc2cccnc2)c1,-1,15
CCCN1[C@H](C)c2sccc2/C(=C\CCO)[C@H]1c1cccc(Cl)c1,-5,5
O=C(N[C@@H]1CCN(C(=O)c2cnccc2Nc2ccc(Cl)c(F)c2)C1)[C@H](O)c1cccc(Cl)c1,-32,-24
COc1cc(NS(=O)(=O)c2ccc(N)cc2)ncn1,7,.
c1ccc(Nc2nc(Nc3ccc(-n4ccnc4)cc3)nc3c2ncn3-c2ccccc2)cc1,-3,1
c1cc(Nc2cc(Nc3ccc4c(c3)OCO4)ncn2)ncn1,60*,23
Nc1ccc(N=Nc2ccccc2)c(N)n1,-21,.
CCOc1cc(/C=C2\C(=O)N(CCOC)C(C)=C2C(=O)OC)ccc1O,-3,.
CN(C)c1cccc(Nc2ccc(N3CCC(C(=O)NCc4nc5ccccc5[nH]4)CC3)nn2)c1,2,7
CN1CCN(c2ccc(-c3cc(NCCc4ccc(O)cc4)ncn3)cc2)CC1,0,16
Cc1cnc(-c2csc3ccccc23)nc1NCc1nc2ccccc2[nH]1,-25,12
CNC(=O)c1cc2sccc2nc1C,-8,.
Cc1cncc(NC(=O)c2cc(N3CCOCC3)cc(-n3cc(NC(=O)Nc4ccccc4Cl)cn3)c2)c1,-2,6
COc1ccc(CCNc2nc(N3CCN(Cc4ccc5c(c4)OCO5)CC3)nc3nc[nH]c23)cc1,-15,8
c1ccc(CN2CCC(Nc3nc(NCc4ccc5c(c4)OCO5)nc4nc[nH]c34)CC2)cc1,-14,12
O=C(NNC(=S)NCc1ccccc1)c1cccc([N+](=O)[O-])c1,-10,.
O=C(NCCOc1ccccc1)c1csc(Nc2cccnc2)n1,-6,-6
Cc1c(-c2ccncc2)cc2[nH]c(C3COc4ccccc4O3)nc2c1C (configuration not stated),-4,8

# An excerpt of these results, with each value named.
O=C(NNC(=S)NCc1ccccc1)c1cccc([N+](=O)[O-])c1
  ULK1 inh: -10
  ASK1 primary: .

O=C(N[C@@H]1CCN(C(=O)c2cnccc2Nc2ccc(Cl)c(F)c2)C1)[C@H](O)c1cccc(Cl)c1
  ULK1 inh: -32
  ASK1 primary: -24

CNC(=O)c1cc2sccc2nc1C
  ULK1 inh: -8
  ASK1 primary: .

c1cc(Nc2cc(Nc3ccc4c(c3)OCO4)ncn2)ncn1
  ULK1 inh: 60*
  ASK1 primary: 23

# Following part:
SMILES,ULK1 inh,ASK1 primary
Cc1ncn(-c2ccc(Nc3nccc(N4CCC(C#N)C4)n3)cc2)n1 (configuration not stated),9,-6
NC(=O)c1ccnc(-c2cccc(N)c2)c1,7,-2
CNC(=O)c1cc(F)c(F)cc1Nc1cc(Nc2ccc3c(c2)CC(=O)N3)ncc1C(F)(F)F,30,9
c1cc(Nc2nc(Nc3ccc(N4CCOCC4)cc3)c3[nH]cnc3n2)ccn1,17,-3
Cc1[nH]ncc1-c1ccc(NC(=O)OCc2ccccc2)c(OCCN(C)C)c1,6,4
c1cncc(CNc2nc(Nc3nccc4ccccc34)nc3c2ncn3C2CCCCC2)c1,3,5
c1ccc(-c2cc(Nc3ccc(OCCN4CCCCC4)cc3)ncn2)cc1,-7,-26
CNC(=O)c1cc(F)ccc1Nc1cc(Nc2ccc3c(c2)NC(=O)C3)ncc1C(F)(F)F,64*,1
Cn1c(C2COc3ccccc3O2)nc2cc(-c3ccncc3)ccc21 (configuration not stated),-1,4
COc1ccc(CCNc2ncnc3nc(N4CCN(Cc5ccc6c(c5)OCO6)CC4)[nH]c23)cc1,-14,14
c1ccc(CNc2nc(NC3CCN(Cc4ccccc4)CC3)nc3c2ncn3-c2ccccc2)cc1,0,4
CC(C)n1c(Nc2ccc3ncccc3c2)nc2c(NCCCN3CCCC3=O)ncnc21,2,-14
CCNc1nc(Nc2ccc3c(c2)OCO3)nc(N(CC)CC)n1,20,5
Cc1noc(C)c1-c1nc(NCc2cccnc2)c2ncn(C(C)C)c2n1,-1,6
COc1cccc2c1CC(c1nc3ccc(-c4ccnc(N)n4)cc3[nH]1)CO2 (configuration not stated),8,4
Cc1nn(C)c(C)c1-c1nc2ncnc(NCc3cccc(C(F)(F)F)c3)c2[nH]1,-10,-13
NC(=O)c1ccccc1Nc1ccnc(-c2cc(Cl)ccc2F)c1,-19,-14
O=C(Nc1ccc(N2CCOCC2)cc1)c1cnc(NCCN2CCOCC2)s1,0,-1
CN1CCN(C(=O)c2ccc(-c3nccc(NCCc4ccc(O)cc4)n3)cc2)CC1,-4,-1
O=C(Nc1ccc(C(=O)O)cc1)Nc1ccc([N+](=O)[O-])cc1,11,.
c1ccc(CN2CCC(Nc3ccnc(N4CCOCC4)n3)CC2)cc1,5,1
CCC(=O)N1CCC(N(CCOC)S(=O)(=O)c2ccc(Cl)cc2)CC1,-1,.
CC(=O)CC/C=C(\C)CC/C=C(\C)CC/C=C(\C)CCC=C(C)C,8,.
COc1cc(Nc2ccnc(NCc3ccc4c(c3)OCO4)n2)cc(OC)c1OC,12,3
Cn1c(=O)cc(NCCCn2ccnc2)n(Cc2ccccc2)c1=O,3,.
CN(C)c1cccc(Nc2nc3ccc(C(=O)NCCCN4CCCC4=O)cc3s2)c1,34,17
Cn1nccc1Nc1cc(C(=O)NCCN2CCOCC2)ccn1,-16,9
CON(C)C(=O)c1ccc2c(c1)CC(c1nc3c(F)cc(-c4ccnc(N)n4)cc3[nH]1)CO2 (configuration not stated),1,25
CN1CCN(c2ccc(-c3nc(NCCc4ccc(O)cc4)c4ncn(CCN5CCCC5=O)c4n3)cc2)CC1,-5,-5
CC(=O)c1ccc(NC(=O)CSc2nnnn2-c2cc(C)ccc2C)cc1,5,.
Cc1cc(CC(=O)O)c(C)n1-c1ccc(Cl)cc1,13,.
Nc1cccc(-c2ncc(C(=O)NCc3cccnc3)s2)c1,29,-5
Cc1occc1C(=O)NNC(=O)CCc1ccccc1,6,.
c1ccc(-c2cc(NCCCN3CCOCC3)nc(-c3ccccn3)n2)cc1,-3,.
COc1cccc(CNC(=O)c2cc3ccc(-c4cn[nH]c4)cc3[nH]2)c1,-40,-1
COc1ccc(Cl)cc1NC(=O)COc1cccc2c1OC(C)(C)C2,-8,.
CCCNC(=O)c1ccnc(Cl)c1,3,1
COC(=O)C1=C(C)NC(C)=C(C(=O)O[C@@H]2CCCN(Cc3ccccc3)C2)[C@@H]1c1cccc([N+](=O)[O-])c1,-10,.
Cc1cnc(-c2ccc(C(N)=O)cc2)nc1N,-9,10
COc1ccc(CNc2nc(-c3cccc(C)c3)nc3cc(OC)c(OC)cc23)cc1,-35,-7
Cc1cnc(-c2cccs2)nc1NCCOc1ccccc1,-3,-8
c1cc(NC2CC2)nc(N2CCN(Cc3ccc4c(c3)OCO4)CC2)n1,-10,-18
COc1cccc(NC(=O)c2cccc(-n3cc(NC(=O)Cc4cccc(C)c4)cn3)c2)c1,-26,-6
O=C1CCCN1CCn1cnc2c(NCc3nc4ccccc4[nH]3)nc(N3CCN(Cc4ccc5c(c4)OCO5)CC3)nc21,-10,-31
Cc1noc(C)c1-c1cccc(C(=O)NCCc2ccc(O)cc2)c1,-4,-6
COc1ccc(CC(=O)Nc2cc(Oc3ccccc3C#N)ccn2)cc1,-10,-23
NNc1cc2c(nn1)CCN(C(=O)c1ccccc1)C2,-13,.
O=C(NCc1cccnc1)c1csc(Nc2ccncn2)n1,3,3
O=C1CCCN1CCCNc1ccnc(N2CCC(N3CCOCC3)CC2)n1,-9,-13
CCOC(=O)c1c(NC(C)=O)sc([N+](=O)[O-])c1C1CC1,-1,.
CC(=O)OC1CCC2(C)C(=CCC3C2CCC2(C)C(C(C)=O)CCC32)C1 (configuration not stated),-5,.
Cn1cnnc1-c1ccc(Nc2nccc(-c3ccc(NS(C)(=O)=O)cc3)n2)cc1,-14,1
CC(=O)Nc1ccc(Nc2nc(-c3ccc(C(N)=O)cc3)ncc2C)cc1,15,4
CC(C)C1C(=O)Nc2cc(S(C)(=O)=O)ccc2N1C(=O)c1cccs1 (configuration not stated),5,.
CC(=O)Nc1ccc(Nc2nc(Nc3ccncc3)nc3nc[nH]c23)cc1,34,-26
COc1ccccc1OCC(O)CO (configuration not stated),-8,.
CCc1ccccc1NC(=O)Cc1csc(NC(=O)c2ccc(Cl)cc2)n1,3,.
CS(=O)(=O)N(CC(=O)N1CCCCC1)c1ccccc1Cl,5,.
c1ccc(CN2CCC(Nc3nc(Nc4ccc5ncccc5c4)nc4nc[nH]c34)CC2)cc1,7,1
CC(=O)N1CCN(c2nc(C)nc3sc4c(c23)CCC(C)C4)CC1 (configuration not stated),-14,.
# (next part)
SMILES,ULK1 inh,ASK1 primary
CC(C)n1cnc2c(NCc3cccc(C(F)(F)F)c3)nc(Nc3ccc4ncccc4c3)nc21,-32,5
c1ccc(CNc2nc(-c3csc4ccccc34)nc3c2ncn3-c2ccsc2)cc1,-6,-8
CCN(CC)C(=O)C1CCCN(c2cc(C(=O)NCCOc3ccccc3)ccn2)C1 (configuration not stated),-10,-5
COC(=O)c1ccc2c(c1)CC(c1nc3ccc(-c4cn[nH]c4)cc3c(=O)[nH]1)CO2 (configuration not stated),11,-40
